Source: PubChem BioAssay
tim23-1 inh: growth inhibitors of tim23-1 mutant yeast, primary screen, luminescence, uHTS; S. cerevisiae tim23-1 growth, BacTiter-Glo luminescence, 24 h; inhibition, % at 20 µM; 1.3% of 330,000 active;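 active = growth inhibition of the mutant yeast at or above 50%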;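 note: temperature-sensitive mutant grown at 25 °C; plate controls were DMSO-treated mutant yeast for no effect and medium wells lacking yeast for full effect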
CHOP UPR activ: activators of apoptotic CHOP UPR arm, primary screen, cell-based, CHO-CHOP luciferase reporter, luminescence, uHTS; activation, % at 10 µM; UPR activation; percent of tunicamycin response over DMSO baseline; 0.34% of 330,000 active;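 active = at 10 µM dose, activation of 40% or more, normalized to positive control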;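 note: 100% = tunicamycin at 10 µg/mL and 0% = DMSO alone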
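System: CHO-CHOP luciferase reporter cell line; amount: 500 cells/well; buffer or medium: F12 medium containing 10% fetal bovine serum; incubation: 6 h compound exposure at 37 °C after overnight seeding; measured by: luciferase luminescence after 10 min with Steady-Glo reagent; evaluation: % reporter activation, DMSO baseline versus tunicamycin full activation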
XBP1 UPR activ: activators of adaptive XBP1 UPR arm, primary screen, cell-based, CHO-XBP1 luciferase reporter, luminescence, uHTS. AID 463104, 2010. activation, % at 20 µM. IRE1-XBP1 UPR activation; percent of tunicamycin response, DMSO as zero. 0.33% of 330,000 active;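 active = versus positive control, 20 µM dose yields 30% or more activation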;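 note: 100% = tunicamycin at 10 µg/mL and 0% = DMSO only wells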
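Material: CHO-XBP1 cells stably carrying IRE1-XBP1-driven luciferase reporter | Medium: F12 with 10% serum | Compound dosing: 20 µM single concentration, DMSO 1% | Incubation: Overnight seeding at 37 °C, 6 h compound treatment at 37 °C | Detection: Steady-Glo luminescence read | Read-out basis: % activation of reporter signal versus tunicamycin and DMSO controls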
tim10-1 inh: growth inhibitors of tim10-1 mutant yeast, primary screen, luminescence, uHTS | S. cerevisiae tim10-1 ts strain growth, BacTiter-Glo, 24 h | inhibition, % at 20 µM | 2.2% of 330,000 active;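 active = inhibition of at least 40%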;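 note: mutant grown at 25 °C; 0% = DMSO wells with yeast and 100% = wells holding no yeast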
NALP3 yeast inh: NALP3 inflammasome inhibitors in reconstituted yeast, primary screen, luminescence, uHTS. Yeast reconstituted NLRP3/ASC/caspase-1, beta-gal luminescence, 24 h. inhibition, % at 10 µM. 0.39% of 330,000 active;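 active = inhibition of 50% or more; inactive = inhibition below 50%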;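 note: plate controls were induced DMSO wells for no effect and uninduced yeast grown without galactose for full effect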
GRIN3A LBD mod: binders of NR3A ligand-binding domain, primary screen, biophysical, differential scanning fluorimetry, uHTS; Glutamate receptor ionotropic, NMDA 3A (GRIN3A) ligand-binding domain; NR3A LBD differential scanning fluorimetry, Tm shift; 0% = protein alone, 100% = glycine-bound protein; Tm shift relative to glycine control, % at 25 µM; 2.5% of 340,000 active; AID 1259313, 2017;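 active = melting temperature shift of at least 10% of the positive control shift, at one fixed dose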
APJ agonist: agonists of human apelin receptor APJ, primary screen, CHO-K1 cells, PathHunter beta-arrestin, luminescence; 0% DMSO wells, 100% apelin; activation, % at 20 µM; 0.11% of 330,000 active; AID 2520, 2010;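 active = activation more than six SD over the plate average, tested at 20 µM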;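 note: 0% = DMSO alone and 100% = apelin-13 at 10 nM; some results filed as inactive read as strong as hits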
Target sequence (P35414 whole entry, looked up): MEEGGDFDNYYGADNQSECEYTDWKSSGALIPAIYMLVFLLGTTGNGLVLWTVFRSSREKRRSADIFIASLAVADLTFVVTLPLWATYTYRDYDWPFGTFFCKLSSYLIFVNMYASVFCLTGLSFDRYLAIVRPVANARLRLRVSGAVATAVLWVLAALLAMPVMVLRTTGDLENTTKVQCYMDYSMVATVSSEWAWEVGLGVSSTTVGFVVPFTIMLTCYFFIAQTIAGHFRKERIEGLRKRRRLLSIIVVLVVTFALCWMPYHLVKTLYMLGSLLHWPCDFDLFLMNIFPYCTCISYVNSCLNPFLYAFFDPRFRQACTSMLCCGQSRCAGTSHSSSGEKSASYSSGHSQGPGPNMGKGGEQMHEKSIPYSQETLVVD
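Assay system: engineered CHO-K1 APJ arrestin reporter cells; Amount: 1000 CHO-K1 reporter cells seeded per well; Dosing: one dose, 20 µM compound, 1% DMSO; Times: compound stimulation 90 min at 25 °C, detection 60 min; Measured by: luminescent beta-gal fragment complementation, chemiluminescent substrate; Read-out: APJ–arrestin association signal; Controls: DMSO vs Apelin-13 10 nM.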
TIM10 inh: growth inhibitors of isogenic TIM10 control yeast, primary screen, counter-screen for tim10-1 yeast inhibitor project, luminescence, uHTS; S. cerevisiae TIM10 strain growth, BacTiter-Glo luminescence, 24 h; inhibition, % at 10 µM; 1.4% of 330,000 active; AID 463195, 2010;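 active = inhibition of 40% or more at the single tested concentration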;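 note: wild-type TIM10 isogenic control strain grown at permissive 25 °C; 0% = DMSO yeast wells and 100% = minimal medium wells without yeast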
Mdm2-MdmX inh: inhibitors of human Mdm2-MdmX association, primary screen, cell-based, luminescence, split luciferase, SaOS-2, uHTS | inhibition, % at 8 µM | SaOS-2 split-luciferase Mdm2/MdmX complementation | 3% of 330,000 active;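 active = inhibition of at least 50% at 8 µM in the primary screen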
Numbers without * were called inactive.

(1) COc1ccc(NC(=O)c2cc3ccc(O)cc3o/c2=N\O)cc1
(2) COc1cc(C(=S)N2CCCCC2)ccc1OCC(=O)Nc1ccc(F)cc1
(3) O=C(COc1cccc(Cl)c1Cl)NC1CC1
(4) C[C@H](NC(N)=O)C(=O)Nc1ccc(N2CCOCC2)c(S(=O)(=O)Nc2ccc(Cl)cc2)c1
(5) CCOC(=O)C1CCN(S(=O)(=O)c2ccc(OC)c(OC)c2)CC1
(6) CC(=O)Nc1ccc(S(=O)(=O)NCC(=O)OCc2cc(=O)oc3ccc4ccccc4c23)cc1
(7) Cc1cc(C2=NNC(=Nc3ccc(S(=O)(=O)N4CCOCC4)cc3)SC2)c(C)n1CC1CCCO1 (stereo unspecified)
(8) CCOc1ccccc1N(CC(=O)Nc1ccccc1C(=O)NCc1ccco1)S(C)(=O)=O

assay / compound	1	2	3	4	5	6	7	8
tim23-1 inh	3	29	-1	15	4	6	-2	14
CHOP UPR activ	5.6	0.6	1.4	1.1	-2.3	1.2	0.5	0.5
XBP1 UPR activ	-1	-9	0	-1	-1	0	-2	-4
tim10-1 inh	5	19	-8	6	14	12	9	18
NALP3 yeast inh	14	20	-7	8	10	9	23	4
GRIN3A LBD mod	36*	-1	0	0	0	-16	1	-1
APJ agonist	-1	0	-1	0	-4	-1	-2	-2
TIM10 inh	4	18	-12	9	-5	7	12	9
Mdm2-MdmX inh	-28	1	4	-13	12	-9	1	5

(9) Cc1ccnc(SCCn2c(N3CC(C)OC(C)C3)nc3c2c(=O)n(C)c(=O)n3C)n1 (stereo unspecified)
(10) CCOc1ccc(CCNC(=O)Nc2ccccc2C)cc1OCC
(11) CCOc1ccc(OCCC(=O)OCC(=O)Nc2ccc3c(c2)OCCO3)cc1
(12) C=CCn1c(=O)c2c(nc(-n3nc(C)cc3C)n2C)n(C)c1=O
(13) Nn1c(SCC(=O)N2CCOCC2)nnc1-c1cccnc1
(14) CN(C)CCNc1nc2sc3c(c2c(=O)n1CCc1ccccc1)CCCCC3
(15) CCCN(CCC)CCNC(=O)CN1C(=O)COc2ccc(S(=O)(=O)N3CCOCC3)cc21
(16) Cc1c(C(=O)NCCN(C)C)oc2ccc(S(=O)(=O)N3CCC4(CC3)OCCO4)cc12

assay / compound	9	10	11	12	13	14	15	16
tim23-1 inh	9	17	24	10	-4	-19	9	9
CHOP UPR activ	-1.9	2.1	2.3	-1.3	-0.2	4.5	-1.6	2.4
XBP1 UPR activ	-1	-4	-3	-1	-5	8	-2	4
tim10-1 inh	13	-4	11	-7	-14	3	-7	-4
NALP3 yeast inh	3	-1	18	3	8	17	12	5
GRIN3A LBD mod	0	4	2	-5	0	0	2	2
APJ agonist	3	-3	3	-3	-3	0	-3	1
TIM10 inh	10	16	13	-4	1	38	1	-1
Mdm2-MdmX inh	-10	17	-3	13	-5	76*	8	8

(17) O=C(Nc1ccc(OCC(F)(F)C(F)F)c(C(F)(F)F)c1)c1ccccc1O
(18) CCCN(C(=O)c1cc(CC)c(C)s1)c1c(N)n(Cc2ccccc2)c(=O)[nH]c1=O
(19) COCCNc1cc(-c2ccccc2)nc2cc(-c3cccc(F)c3)nn12
(20) O=S(=O)(Nc1ccc(Br)cn1)c1ccc(Cl)s1
(21) CCN1CCN(c2ncnc3sc(C(=O)Nc4ccccc4F)c(C)c23)CC1
(22) O=C(CN1CCN(S(=O)(=O)c2ccc(Cl)cc2)CC1)Nc1ccc2c(c1)CCC2
(23) COc1ccc(NC(=O)CCc2nnc3ccc(N4CCC(C)CC4)nn23)cc1OC
(24) CCc1noc(C)c1C(=O)Nc1nc(-c2ccc(NC(C)=O)cc2)cs1

assay / compound	17	18	19	20	21	22	23	24
tim23-1 inh	54*	11	19	45	-69	44	0	18
CHOP UPR activ	16	1.8	3.2	-0.8	1.5	2.3	0.6	-3.0
XBP1 UPR activ	6	-2	-4	1	-2	-2	-1	2
tim10-1 inh	81*	-6	-4	34	-76	50*	9	11
NALP3 yeast inh	25	17	32	0	20	8	14	11
GRIN3A LBD mod	33*	1	-1	0	-2	-18	0	-1
APJ agonist	-1	2	-4	-5	0	-3	-2	3
TIM10 inh	62*	4	5	17	-80	22	0	1
Mdm2-MdmX inh	94*	-36	33	4	1	17	17	-1

(25) CNS(=O)(=O)c1cnccc1N1CCN(c2cccc(C(F)(F)F)c2)CC1
(26) Cc1ccc(S(=O)(=O)c2cc3c(=O)n4cccc(C)c4nc3n(CC3CCCO3)c2=N)cc1C (stereo unspecified)
(27) COc1ccccc1-n1c(=O)c(C#N)c(-c2ccc([N+](=O)[O-])cc2)c2cc(C(=O)c3ccccc3O)cnc21
(28) O=C(NNC(=S)Nc1ccc(Cl)c(Cl)c1)c1cccc([N+](=O)[O-])c1
(29) Cn1c(=O)c2c(nc(N3CCCCCC3)n2CC(=O)c2ccccc2)n(C)c1=O
(30) N#Cc1nc(-c2ccco2)oc1NCCCN1CCOCC1
(31) NS(=O)(=O)c1ccc(CCNS(=O)(=O)c2cccc(C(=O)O)c2)cc1
(32) COc1cc(/C=C2\C(=N)N3N=C(S(C)(=O)=O)SC3=NC2=O)ccc1OS(=O)(=O)c1ccc(C)cc1

assay / compound	25	26	27	28	29	30	31	32
tim23-1 inh	-2	-21	16	29	18	5	0	17
CHOP UPR activ	-1.2	3.9	-2.0	2.5	0.0	-1.3	1.8	1.2
XBP1 UPR activ	0	24	-3	-3	-1	-1	2	0
tim10-1 inh	-5	-9	8	30	16	5	-6	18
NALP3 yeast inh	14	1	14	41	0	13	10	22
GRIN3A LBD mod	3	1	-2	22*	3	-1	0	8
APJ agonist	1	1	9	-6	1	-6	-4	-3
TIM10 inh	2	-15	19	37	32	-17	1	10
Mdm2-MdmX inh	23	40	17	18	-17	30	7	20

An excerpt from above in order of the Mdm2-MdmX inh value, lowest first.
| no. | molecule | Mdm2-MdmX inh |
| --- | --- | --- |
| 29 | Cn1c(=O)c2c(nc(N3CCCCCC3)n2CC(=O)c2ccccc2)n(C)c1=O | -17 |
| 27 | COc1ccccc1-n1c(=O)c(C#N)c(-c2ccc([N+](=O)[O-])cc2)c2cc(C(=O)c3ccccc3O)cnc21 | 17 |
| 30 | N#Cc1nc(-c2ccco2)oc1NCCCN1CCOCC1 | 30 |

Quoted at random: 2 records from the list.
(25) CNS(=O)(=O)c1cnccc1N1CCN(c2cccc(C(F)(F)F)c2)CC1
(30) N#Cc1nc(-c2ccco2)oc1NCCCN1CCOCC1

assay / compound	25	30
tim23-1 inh	-2	5
CHOP UPR activ	-1.2	-1.3
XBP1 UPR activ	0	-1
tim10-1 inh	-5	5
NALP3 yeast inh	14	13
GRIN3A LBD mod	3	-1
APJ agonist	1	-6
TIM10 inh	2	-17
Mdm2-MdmX inh	23	30

Other compounds:
(33) O=C(CN(C1CCCCC1)C1CCCCC1)N1CCc2ccccc2C1
(34) Cc1ccc(S(=O)(=O)NC(C)(C)CSc2nncn2C)cc1
(35) CC(C)CC(NS(=O)(=O)c1cc(C(=O)O)ccc1Cl)C(=O)O (stereo unspecified)
(36) CCOc1ccc(-n2c(SC(C)C)nc3c(c2=O)SCC3)cc1
(37) COc1ccc(Cn2cc(F)c(=O)n(C)c2=O)cc1[N+](=O)[O-]
(38) CSc1cccc(NC(=O)CCCOc2ccccc2)c1
(39) O=C(CN1C2CCCC1CC(NC(=O)c1ccco1)C2)Nc1ccccc1 (stereo unspecified)
(40) O=C(Nc1ccc(F)cc1)N1CCOCC1

assay / compound	33	34	35	36	37	38	39	40
tim23-1 inh	14	-6	6	23	1	6	17	1
CHOP UPR activ	-0.6	-0.4	-0.7	-1.8	-1.1	1.8	0.0	0.6
XBP1 UPR activ	-1	3	-1	2	-2	0	-3	0
tim10-1 inh	33	7	4	18	-13	10	2	0
NALP3 yeast inh	20	-2	-5	16	14	3	9	3
GRIN3A LBD mod	2	7	-1	1	4	1	0	1
APJ agonist	-4	-5	-4	-5	3	-1	-3	1
TIM10 inh	21	-8	5	-1	3	17	-1	-4
Mdm2-MdmX inh	24	5	-1	16	15	18	8	-18

(41) COC(=O)c1cc2occc2n1Cc1nc(-c2cccc(Cl)c2)oc1C
(42) C(=N\n1cnnc1SCc1ccccc1)/c1ccco1
(43) COc1cccc(C(=O)N2CCN(Cc3ccccc3Br)CC2)c1
(44) COc1ccc(CN(CCN)C2CC(C)N(C)CC2C)cc1 (stereo unspecified)
(45) Cc1cc(N2CCCCCC2)nc(-c2ccccc2O)n1
(46) O=C(CCC(=O)N1CCOc2ccccc21)NC1CCN(Cc2ccccc2)CC1
(47) Cc1ccc2oc(=O)c(/C=C(\O)CC(C)C)nc2c1
(48) CCOc1ccc2nc(NCCNC(=O)C(C)C)c(C)cc2c1

assay / compound	41	42	43	44	45	46	47	48
tim23-1 inh	-5	19	31	-20	19	9	3	1
CHOP UPR activ	-2.6	-0.5	2.7	0.9	0.1	-0.4	0.9	2.5
XBP1 UPR activ	-1	-1	0	-4	1	-5	2	0
tim10-1 inh	9	25	7	-12	14	8	23	17
NALP3 yeast inh	3	2	15	12	10	5	5	0
GRIN3A LBD mod	2	0	0	-5	1	0	4	0
APJ agonist	-4	2	-4	0	-3	-5	1	-2
TIM10 inh	-2	7	9	-11	18	3	-22	-9
Mdm2-MdmX inh	23	22	-2	21	31	5	2	0

(49) CCNC(=O)c1cccc(NC(=O)CC2SC(N3CCCCC3)=NC2=O)c1 (stereo unspecified)
(50) CCc1ccc(CN(C)Cc2nc(Cc3ccccc3)no2)nc1
(51) COc1ccccc1N1CCN(C(=O)c2cc(-c3ccccc3O)on2)CC1
(52) CCCN(C(=O)c1cccc(S(=O)(=O)N2CCCc3ccccc32)c1)C1CCS(=O)(=O)C1 (stereo unspecified)
(53) O=C(NCc1ccccn1)c1ccc(OC2CCN(Cc3ccc(CO)o3)CC2)cc1
(54) CCn1nnnc1SCC(=O)NC1CCCC1
(55) CN(CCC#N)C(=S)Nc1ccc(S(=O)(=O)N2CCOCC2)cc1

assay / compound	49	50	51	52	53	54	55
tim23-1 inh	3	2	4	5	-4	-6	22
CHOP UPR activ	0.5	-2.7	3.5	1.4	0.1	-0.3	0.8
XBP1 UPR activ	-4	-2	4	-3	-4	-7	-1
tim10-1 inh	-15	3	-3	6	2	-5	12
NALP3 yeast inh	6	11	10	17	10	13	16
GRIN3A LBD mod	0	-1	-10	5	1	0	0
APJ agonist	-2	-1	-2	-5	4	-3	5
TIM10 inh	2	-9	1	13	10	11	-6
Mdm2-MdmX inh	5	7	-13	1	15	11	14
